Assay outcomes as filed in PubChem.
proCasp3 act – procaspase-3 (human) activation | P42574 | activation, % at 8.5 µM | recombinant procaspase-3 D3A, Ac-DEVD-pNA absorbance 405 nm | actives 0.11% (n = 330,000);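 active = activation above the mean of all tested compounds plus 3 SD, cut at about 21% in these data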;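 note: 0% = DMSO alone and 100% = DMSO wells spiked with extra 5 µM PC-3 D3A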
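Assay system: Procaspase-3 D3A mutant, all three cleavage aspartates alanine. Buffer or medium: Zinc-free HEPES saline buffer with Triton X-100. Times: 1 h compound preincubation, 2 h substrate hydrolysis at 25 °C. Measured by: 405 nm absorbance of p-nitroaniline, reads at 0 and 120 min. Read-out basis: percent activation relative to control range. Replicates: singlicate.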
LAP4-GFP MLPCN – alters LAP4-GFP fluorescence in TOR pathway yeast screen; S. cerevisiae LAP4-GFP multiplex, flow cytometry GFP, 3 h; median GFP as percent of DMSO wells; GFP response vs DMSO, % at 10 µM; actives 0.34% (n = 320,000);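 active = GFP response vs DMSO above a set limit, about the screen mean plus 3 SD, cut at about 150% in these data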
ZTA counter – blocks Epstein-Barr virus ZTA, an EBNA-1 counter-screen; inhibition, % at 11 µM; P03206; actives 0.15% (n = 320,000); ZTA-DNA binding, fluorescence polarization; in the data active = inhibition above about 33%
procasp7 counter – counter-screen: procaspase-7 (human) activation | P55210 | recombinant procaspase-7, Ac-DEVD-pNA absorbance 405 nm; D23A/D198A/D206A triple mutant, cannot self-cleave; scale: DMSO 0, 5 µM enzyme 100 | activation, % at 8.5 µM | actives 0.093% (n = 330,000) | AID 463210;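 active = percent activation above the screen-wide mean plus 3 SD, cut at about 25% in these data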
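Assay system: Uncleavable procaspase-7 mutant enzyme | Input: 2 µM procaspase-7 mutant as dispensed | Timing: 1 h compound preincubation, 2 h substrate cleavage, 25 °C | Repeats: One well per compound | Control set: DMSO wells as 0%, DMSO with 5 µM added PC-7 as 100% | Technique: Epi-absorbance of released pNA at 405 nm, two timepoints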
AHR activator – human AHR activation; activation, % at 5 µM; AID 2796; actives 2.5% (n = 320,000); P35869; AHR-responsive luciferase reporter cells, luminescence; in the data active = activation above about 47%;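 note: 0% = vehicle wells and 100% = reference agonist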
MEP2-GFP yeast – modulators of TOR pathway MEP2-GFP in S. cerevisiae | AID 2016 | actives 0.51% (n = 330,000) | GFP response vs DMSO, % at 10 µM | S. cerevisiae MEP2-GFP strain, flow cytometry GFP, 3 h; 100% = DMSO control level;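 active = GFP response versus DMSO above a set limit, roughly screen mean plus 3 SD, cut at about 180% in these data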;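 note: median GFP fluorescence of the barcode-gated MEP2-GFP cells per well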
EBNA-1 inh – blocks EBNA-1 binding to DNA; EBNA-1 DNA binding, fluorescence polarization; inhibition, % at 14.8 µM; actives 0.34% (n = 300,000); in the data active = inhibition above about 28%
RPL19A-GFP yeast – modulators of TOR pathway RPL19A-GFP in S. cerevisiae. S. cerevisiae RPL19A-GFP strain, flow cytometry, 3 h; stronger effect = lower value. percent response vs DMSO, % at 10 µM. actives 0.3% (n = 330,000);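 active = percent response vs DMSO below 50%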;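 note: median channel GFP fluorescence of the barcoded RPL19A-GFP strain; ratio of sample median GFP to plate DMSO average so 100% = DMSO; lower means less RPL19A-GFP as with rapamycin TOR inhibition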
* = called active by the depositor; nt = not tested or not shown.

SMILES	proCasp3 act	LAP4-GFP MLPCN	ZTA counter	procasp7 counter	AHR activator	MEP2-GFP yeast	EBNA-1 inh	RPL19A-GFP yeast
Cc1cc(Cl)ccc1N1C(=O)CC(NNC(=O)c2cccnc2)C1=O (stereo unspecified)	-10.0	96.9	19.3	-10.7	0.7	93.1	-2.0	96.3
COc1ccc(C2=NN(C(=O)COC(=O)c3ccc(NC(=O)CC#N)cc3)C(c3ccco3)C2)cc1 (stereo unspecified)	1.1	101.0	3.0	-4.4	-1.0	103.5	nt	98.6
CCc1cccc(C)c1NC(=O)C(c1ccccc1)N1CCC1=O (stereo unspecified)	-1.3	90.8	-0.7	2.7	-0.9	105.3	-5.9	99.5
CC(Nc1ccc(Cl)cc1)C(=O)NN (stereo unspecified)	1.9	105.8	-9.3	-1.0	-0.5	96.1	2.1	98.9
COc1ccc(NC(=O)COC(=O)C2=COCCO2)cc1OC	-2.2	90.3	1.3	7.9	-1.0	93.5	2.5	87.6
COc1cccc2cc(C(C)N(CCCN3CCOCC3)C(=S)Nc3ccc(C)c(C)c3)oc12 (stereo unspecified)	6.7	103.8	2.1	4.9	-0.7	98.7	0.0	97.5
O=C(NC(=S)Nc1ccc(S(=O)(=O)N2CCCCC2)cc1)c1cccs1	0.4	89.3	-15.7	-7.5	3.5	96.1	7.2	96.7
CCC[n+]1c(C)sc2c(OC)ccc(OC)c21	-24.9	93.5	7.3	-18.6	-2.9	96.0	-8.0	100.9
COc1cccc(NC(=O)CN(C)C(=O)CNC(=O)c2ccccc2F)c1	2.1	97.2	-10.5	-7.0	-1.3	104.8	11.3	110.1
CCN(CC)c1ccc(NC(=O)c2ccc3c(c2)OCO3)cc1	-0.5	106.2	1.1	-7.5	1.0	111.3	-1.9	108.0
Cc1ccc(OCc2cc(C(=O)NCC3COCCO3)no2)cc1C (stereo unspecified)	2.8	107.9	-20.9	0.1	1.1	88.7	4.8	99.7
CC1CC/C(=C\c2ccc3c(c2)OCO3)C(=O)/C1=C/c1ccc2c(c1)OCO2 (stereo unspecified)	-8.4	118.4	-13.7	-6.8	32.2	119.7	-3.7	107.8
C=CCNc1sc(C(=O)c2ccc(C)cc2)c(N)c1C#N	-112.7	106.4	-14.2	-6.1	43.3	99.9	7.1	105.8
O=C(O)c1ccc(Cl)c(S(=O)(=O)Nc2ccccc2C(=O)Nc2ccc(Cl)cc2)c1	1.6	88.1	26.2	-10.7	32.2	109.8	14.3	98.0
O=C(c1cc(-c2ccccn2)nc2ccccc12)N1CCN(c2ncccn2)CC1	2.2	101.3	-0.1	9.4	-0.3	100.0	4.7	96.7
C1=C(CCNC2=NCCCCC2)CCCC1	1.9	139.9	21.8	12.0	2.7	112.1	5.7	91.4
CC#CCN1c2ccccc2[C@]23C[C@@H](C(=O)OC)N(C(C)=O)C2=NC(C(=O)OC)=C(C(=O)OC)[C@H]13	0.0	107.4	-1.8	3.7	2.0	93.7	2.0	94.8
CCOc1ccc(N2C(=O)CC(/C=C3/N(C)c4ccccc4C3(C)C)C2=O)cc1 (stereo unspecified)	-4.4	89.2	2.9	-9.1	0.0	97.1	-4.5	102.6
O=C(c1cc([N+](=O)[O-])ccc1N1CCOCC1)N1CCN(S(=O)(=O)c2ccc(F)cc2)CC1	-0.9	119.5	11.0	-1.6	0.6	96.0	-3.9	101.7
CC(=O)Nc1ccc(S(C)(=O)=O)c(C)c1	-1.4	94.3	-8.8	8.0	-2.7	92.5	-12.0	99.8

Continued (7 carried over from the part before).
SMILES	proCasp3 act	LAP4-GFP MLPCN	ZTA counter	procasp7 counter	AHR activator	MEP2-GFP yeast	EBNA-1 inh	RPL19A-GFP yeast
O=C(O)c1ccc(Cl)c(S(=O)(=O)Nc2ccccc2C(=O)Nc2ccc(Cl)cc2)c1	1.6	88.1	26.2	-10.7	32.2	109.8	14.3	98.0
O=C(c1cc(-c2ccccn2)nc2ccccc12)N1CCN(c2ncccn2)CC1	2.2	101.3	-0.1	9.4	-0.3	100.0	4.7	96.7
C1=C(CCNC2=NCCCCC2)CCCC1	1.9	139.9	21.8	12.0	2.7	112.1	5.7	91.4
CC#CCN1c2ccccc2[C@]23C[C@@H](C(=O)OC)N(C(C)=O)C2=NC(C(=O)OC)=C(C(=O)OC)[C@H]13	0.0	107.4	-1.8	3.7	2.0	93.7	2.0	94.8
CCOc1ccc(N2C(=O)CC(/C=C3/N(C)c4ccccc4C3(C)C)C2=O)cc1 (stereo unspecified)	-4.4	89.2	2.9	-9.1	0.0	97.1	-4.5	102.6
O=C(c1cc([N+](=O)[O-])ccc1N1CCOCC1)N1CCN(S(=O)(=O)c2ccc(F)cc2)CC1	-0.9	119.5	11.0	-1.6	0.6	96.0	-3.9	101.7
CC(=O)Nc1ccc(S(C)(=O)=O)c(C)c1	-1.4	94.3	-8.8	8.0	-2.7	92.5	-12.0	99.8
Cc1nnc(SC/C=C/c2ccccc2)n(N)c1=O	3.0	96.7	2.4	8.6	2.9	99.2	7.1	95.2
CCN(CC)c1ccc(/C=N/NC(=O)OC)c(O)c1	1.9	104.0	-8.2	-4.2	27.5	110.7	-2.0	98.5
CCn1c(C)cc2c(c1=O)C(c1ccc3c(c1)OCO3)C(C#N)=C(N)O2 (stereo unspecified)	2.5	97.4	2.0	8.4	-1.2	98.0	0.6	99.5
Cc1cc(C)nc(NS(=O)(=O)c2ccc(N/C=C\C(=O)c3ccc(Cl)cc3)cc2)n1	-7.8	98.1	6.3	1.2	-0.1	106.9	-0.2	103.2
O=C(NCC(=O)N1CC=C(c2ccccc2)CC1)c1ccccc1Br	6.1	109.9	-1.9	2.2	-2.2	100.6	3.6	94.9
O=C(Cn1cc(C(F)(F)F)ccc1=O)N/N=C/c1ccccc1	-5.8	104.3	-12.4	0.0	0.9	101.6	7.4	106.0
COc1cccc(/C(C)=N/Nc2ncc(Cl)cc2Cl)c1	-3.9	88.0	-19.7	4.2	53.5*	103.4	1.8	101.5
CCCCN(C(=O)c1ccc(Cl)c(S(=O)(=O)N2CCOCC2)c1)c1c(N)n(CCC)c(=O)[nH]c1=O	0.2	93.6	-18.2	2.9	-4.2	99.2	2.8	95.4
CC(C(=O)OCC(=O)c1ccccc1)N1C(=O)c2ccccc2C1=O (stereo unspecified)	4.3	100.9	-11.3	5.0	-2.5	103.0	-0.5	100.1
O=C(N/C=N/OCc1ccc(Cl)cc1Cl)NOCc1c(Cl)cccc1Cl	3.9	94.3	-8.6	-1.3	-2.1	97.0	-11.9	93.1
N#Cc1c2c(c(NCc3ccco3)n3c1nc1ccccc13)CCC2	-2.2	100.3	2.4	4.1	12.7	111.4	-9.4	104.9
C=CCn1c(SCC(=O)Nc2ccc(F)cc2F)nnc1-c1cnccn1	10.3	93.0	2.0	8.5	3.9	100.6	5.9	104.0
COc1ccc(CC(=O)OC2CCCN(C)C2)cc1 (stereo unspecified)	3.0	105.0	14.9	-0.2	-0.7	98.1	-7.3	100.2
CCn1c2ccccc2c2cc(/C=N/n3c(C)nnc3C)ccc21	-3.4	115.5	9.6	-1.5	2.8	106.9	6.8	102.5
Cc1nc([N+](=O)[O-])c(N2CCN(Cc3ccccc3)CC2)n1Cc1ccccc1	-1.5	101.8	-8.1	6.1	-1.0	100.6	4.9	100.3
COc1cc(/C=N/NC(=O)C(=O)N2CCCCCC2)ccc1O	6.6	82.1	7.2	-3.0	-1.9	115.7	9.2	100.3
CCOC(=O)CN1CC23C=CC(O2)C(C(=O)Nc2cc(OC)ccc2OC)C3C1=O (stereo unspecified)	3.4	106.9	-3.6	-10.2	6.2	112.7	-7.6	101.3
COc1ccc(N2C(=O)c3ccccc3NC2c2ccc(OC)c(COc3ccccn3)c2)cc1 (stereo unspecified)	2.9	101.3	11.3	6.9	9.8	107.5	-1.2	106.9
O=C(NC(=S)Nc1nc2ccccc2s1)c1cccs1	-15.8	91.4	-9.7	-1.5	72.1*	92.8	5.4	101.0
CC(C)N1CCC(N2CCN(C3CCCCC3)CC2CCO)CC1 (stereo unspecified)	1.2	95.0	-9.2	3.3	0.8	100.5	-2.9	97.5
CCN1C(=O)[C@H]2[C@@H](c3ccc(-c4ccc5c(c4)OCO5)c(OC)c3)N[C@@](C)(C(=O)OC)[C@H]2C1=O	4.8	111.0	nt	3.6	0.0	107.3	nt	108.1
COC(=O)c1cc2c(ccn2-c2ccc(F)cc2)n1Cc1ccc(C#N)cc1	-5.4	103.2	-2.4	1.4	0.5	109.0	3.8	106.0
Cc1cc(C(=O)Nc2ccc(S(=O)(=O)Nc3nccs3)cc2)c(C)o1	10.6	93.9	10.1	-1.4	1.5	93.9	13.8	89.5
COc1ccccc1-c1c(C)nn2c(C)c(C(C)=O)cnc12	-9.8	96.5	13.9	-8.5	0.5	103.4	-1.1	95.0
O=C(Cn1c(=O)oc2ccccc21)N1CCN(c2ccc(N3CCOCC3)nn2)CC1	-2.7	101.1	1.3	-0.6	-1.6	112.7	-1.7	100.4
COc1cc(/C=N/NC(=O)c2ccoc2C)cc(OC)c1O	7.0	89.4	4.4	3.0	10.5	100.0	1.4	103.5
CC1CN(C(=O)c2cc(S(=O)(=O)N3CCCCC3)ccc2Cl)CC(C)O1 (stereo unspecified)	5.6	107.3	3.7	-1.4	4.5	96.8	nt	96.4
O=C(CCc1ccncc1)NC1CCCc2c1cnn2-c1ccc(F)cc1F (stereo unspecified)	-10.7	111.6	-2.0	-3.8	4.1	99.1	8.7	102.2
O=C(Nc1ccccc1)C1=C[C@H](c2ccc3c(c2)OCO3)C[C@H](OCCCCO)O1	4.7	113.1	14.8	-6.7	10.7	96.1	6.5	108.0
COc1ccc(C(=O)SC2=NCCS2)cc1OC	2.2	99.0	5.9	13.4	-4.0	104.8	7.6	100.1
CC1(C)Cc2ccccc2-c2nnc(-c3ccccn3)n21	3.7	103.8	2.1	4.4	1.1	102.7	1.3	99.9
Cc1ccc(-c2nnc(SCC(=O)n3c4c(c5ccccc53)CCCC4)o2)cc1	1.5	94.3	5.2	5.5	-3.6	98.9	4.7	99.2
COc1ccc(CNCc2cccc(OC)c2OC)cc1Br	-1.5	126.3	7.5	-6.3	3.9	84.4	-9.7	87.9
CCC(CC)C(=O)c1c[nH]c(C(=O)NCc2ccncc2)c1	3.7	101.6	1.0	1.1	19.2	104.4	-11.3	100.7
COCCSc1nnc(NC(=O)c2ccc(OC)c([N+](=O)[O-])c2)s1	-0.7	102.8	7.9	9.1	7.2	100.7	3.5	100.7
Cc1ccccc1NC(=O)c1c(C)[nH]c(=S)c(C#N)c1-c1ccco1	-6.3	92.4	1.7	-17.1	2.1	107.4	1.1	101.6
CC1CCN(CCC(=O)Nc2ccc(Br)cc2)CC1	-0.5	99.8	11.7	2.6	0.2	105.0	10.9	98.4
CC(=O)c1ccc(C)cc1OC(=O)c1cccc(F)c1	-0.4	101.3	-10.5	-1.6	5.7	99.4	0.5	102.0
O=C(c1ccc2c(c1)OCO2)C1CCCN(Cc2cccn2-c2cccnc2)C1 (stereo unspecified)	-1.0	100.0	-5.2	8.4	49.5*	94.5	4.0	97.2
COc1ccc(CCNC(=O)C(C)Sc2ccccc2)cc1OC (stereo unspecified)	3.0	104.8	4.1	7.0	3.4	104.5	5.7	97.4
Cc1cc([N+](=O)[O-])c(C(C)(C)C)cc1N	-1.7	116.5	9.6	-1.6	2.5	105.5	1.2	99.6
Cn1nc(C(=O)Nc2cccc(C(F)(F)F)c2)ccc1=O	-1.8	92.7	7.1	0.5	11.7	105.8	-7.3	102.0
Fc1ccccc1NC(=S)N(CCN1CCCCC1)Cc1ccco1	-11.8	98.3	-4.7	4.4	-0.8	95.0	2.1	102.0
